Rab9 promoter act: Rab9 promoter activation; Huh7 Rab9 promoter-luciferase reporter, luminescence, 24 h; Potency, µM (series often up to 9.22 µM), for inactives: at the top dose activation, negative = inhibition, actives largely listed as activators; 2.8% of 320,000 active; AID 485297; further: potency means the concentration at half of the fitted maximal effect; % of control where 0% means no effect; nearly all actives have a fitted effect of over 60% in size
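Huh7 reporter line, Rab9 promoter upstream of luciferase. Compound exposure 24 h at 37 °C in reduced-serum medium with 10% FBS. Read-out: luminescence.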
KCNH2 3.1 inh: blocks the human KCNH2 3.1 channel isoform | U2OS KCNH2 3.1, thallium flux FluxOr; stronger effect = lower value | activity change, % (tested at about 1.8 µM) | 0.95% of 340,000 active | AID 720553;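 active means maximum activity change below -70%; inconclusive means maximum activity change from -70% to -50%; inactive means maximum activity change above -50%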;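 further: thallium influx rate constant from kinetic fluorescence after stimulation buffer; on the % scale 0 is the no-effect control and ±100 the full control effect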
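Channel expression came from 3.1 mutant virus (1.77 x 10^8 /mL) applied to suspended U2OS cells for 4 h. Flux was tracked with FluxOr dye plus Red40 quencher, and kinetic rate constants normalized to controls.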
RORg inh: blocks mouse ROR gamma transcriptional activity; P51450; Drosophila S2 Gal4-RORgamma UAS-luciferase reporter, 20 h; Potency, µM (titrated, usually from 53.6 µM), without a hit: top-dose activity change, negative = inhibition, usual class: inhibitors; 5.4% of 310,000 active; further: potency means the concentration at half of the fitted maximal effect; on the % scale 0 is the no-effect control and ±100 the full control effect; nearly all actives have a fitted effect of over 60% in size
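Compounds are pin-transferred onto Drosophila Schneider cells expressing a copper-inducible Gal4–ROR gamma transactivation domain fusion. After 1 hr, copper sulfate is added to 700 uM final; luciferase is read 20 hr later.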
Mito fusion act: blocks mitochondrial division or promotes mitochondrial fusion; S. cerevisiae fusion-defective mutant growth rescue, CellTiterGlo 48 h; Potency, µM (top dose mostly 46.1 µM), for the others: top-dose growth rescue (activation), hits mostly activators; 0.23% of 320,000 active;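 further: potency means the concentration at half of the fitted maximal effect; % of control where 0% means no effect; nearly all actives have a fitted effect of over 45% in size; temperature-sensitive fusion mutants such as fzo1-1 at 37 °C on non-fermentable ethanol glycerol medium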
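S. cerevisiae fusion-defective temperature-sensitive mutants (e.g. fzo1-1, mgm1-5) grown 48 h at 37C in YPEG (ethanol/glycerol non-fermentable) medium with 23 nl compound per well; growth rescue read as CellTiterGlo luminescence.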
PKM2 activator: activators of human pyruvate kinase M2 | P14618 | purified PKM2, Kinase-Glo ATP luminescence, activation; response scale: 0% is enzyme alone, no compound | Potency, µM (highest dose often 57.5 µM), for the others: top-dose activation, hits mostly activators | 0.34% of 260,000 active; further: potency means the concentration at half of the fitted maximal effect; on the % scale 0 is the no-effect control and ±100 the full control effect; nearly all actives have a fitted effect of over 55% in size
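hPK-M2, >95% pure; 0.1 mM ADP / 0.5 mM PEP final; imidazole pH7.2 buffer w/ 7 mM MgCl2, 50 mM KCl; 1 h RT; Kinase-Glo lum. Intermediate enzyme activity for dual inhibitor/activator qHTS.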
Menin-MLL TR inh: inhibitors of human menin-MLL interaction, mutant MLL peptide; O00255; Menin + Texas Red MLL mutant peptide, fluorescence polarization; Potency, µM (series often up to 61.6 µM), without a hit: at the highest dose FP activity change, negative = inhibition, hits mostly inhibitors; 0.23% of 270,000 active; active means well fitted inhibition curve with a large enough effect in the polarisation, with a control signal flat, not every such curve was filed as active; inconclusive means small, poorly fitted or top-dose-only effect, or effect the other way, or a change in a side signal; inactive means no such curve, though single readings can be large or run the other way; the % refers to the polarisation; further: potency means the concentration at half of the fitted maximal effect; % of control where 0% means no effect; many of its hits are not listed in these tables
Target sequence (O00255 whole entry, looked up): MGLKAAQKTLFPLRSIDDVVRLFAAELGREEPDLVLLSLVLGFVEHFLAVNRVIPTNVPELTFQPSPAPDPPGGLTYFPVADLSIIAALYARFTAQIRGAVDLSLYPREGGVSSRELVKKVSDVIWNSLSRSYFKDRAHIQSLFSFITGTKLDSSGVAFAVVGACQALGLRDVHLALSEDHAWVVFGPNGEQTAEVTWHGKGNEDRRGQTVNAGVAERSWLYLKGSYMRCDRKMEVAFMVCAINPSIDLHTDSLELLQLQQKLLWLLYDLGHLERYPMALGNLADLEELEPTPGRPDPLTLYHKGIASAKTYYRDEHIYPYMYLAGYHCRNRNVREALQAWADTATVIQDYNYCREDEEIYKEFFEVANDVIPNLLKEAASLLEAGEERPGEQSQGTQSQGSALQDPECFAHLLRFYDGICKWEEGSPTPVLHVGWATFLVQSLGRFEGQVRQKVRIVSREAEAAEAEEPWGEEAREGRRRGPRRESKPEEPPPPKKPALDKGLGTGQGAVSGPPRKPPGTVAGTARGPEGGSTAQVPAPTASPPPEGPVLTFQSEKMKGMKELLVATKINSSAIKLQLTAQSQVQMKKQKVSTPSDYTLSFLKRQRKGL
FLuc counter: firefly luciferase modulation, counter-screen for miR-21 project. P08659. purified FLuc, Km substrates, luminescence inhibition. Potency, µM (highest dose often 57.5 µM), for inactives: top-dose activity change, negative = inhibition, hits mostly inhibitors. 6.9% of 360,000 active. AID 588342;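 further: potency means the concentration at half of the fitted maximal effect; plate controls were vehicle for no effect and reference inhibitor for full effect; nearly all actives have a fitted effect of over 55% in size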
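Purified P. pyralis luciferase, 10 nM final, with Km-level 10 uM D-luciferin and 10 uM ATP in 50 mM Tris acetate pH 7.5, 10 mM Mg acetate, 0.01% Tween-20, 0.05% BSA; 6-point qHTS titration about 60 µM downward; luminescence read.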
MBNL1 CUG block: MBNL1-poly(CUG) RNA binding inhibition | Potency, µM (highest dose often 57.5 µM), without a hit: at the highest dose activity change, negative = inhibition, most hits filed as inhibitors | AID 2675 | TR-FRET MBNL1-His/biotin-(CUG)12 binding, 665/545 ratio | 0.036% of 280,000 active; active means well fitted inhibition curve with a large enough effect in the signal ratio, with a control signal flat, not every such curve was filed as active; inconclusive means small, poorly fitted or top-dose-only effect, or effect the other way, or a change in a side signal; inactive means no such curve, though single readings can be large or run the other way; the % refers to the signal ratio; further: potency means the concentration at half of the fitted maximal effect; on the % scale 0 is the no-effect control and ±100 the full control effect
Target sequence (Q9NR56 whole entry, looked up): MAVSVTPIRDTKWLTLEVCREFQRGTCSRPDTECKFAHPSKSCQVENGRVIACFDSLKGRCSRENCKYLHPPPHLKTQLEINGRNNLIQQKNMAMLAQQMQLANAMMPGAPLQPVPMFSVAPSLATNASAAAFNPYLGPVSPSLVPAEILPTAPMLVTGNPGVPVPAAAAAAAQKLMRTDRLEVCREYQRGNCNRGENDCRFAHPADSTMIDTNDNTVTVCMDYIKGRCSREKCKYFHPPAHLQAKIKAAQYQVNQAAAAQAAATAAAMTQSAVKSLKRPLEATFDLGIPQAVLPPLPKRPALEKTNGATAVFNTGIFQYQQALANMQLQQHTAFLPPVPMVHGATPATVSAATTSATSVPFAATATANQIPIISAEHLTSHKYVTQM
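Compound titration spanned 92 nM–58 uM against the MBNL1-His/biotin-(CUG)12 complex. After 60 min at room temperature with 5 nM streptavidin-XL665 and 0.055 ng/ul terbium anti-His, ratiometric 665/545 nm emission (Ex 340 nm) normalized to controls.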
NPC1 promoter act: NPC1 promoter activation; Huh7 NPC1 promoter luciferase reporter, 24 h; Potency, µM (series often up to 9.22 µM), for the others: at the highest dose activation, usual class: activators; 2.4% of 320,000 active; AID 485313;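 further: potency means the concentration at half of the fitted maximal effect; % of control where 0% means no effect; nearly all actives have a fitted effect of over 60% in size; reporter is driven by a mutant NPC1 promoter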
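Luminescence read-out of NPC1 promoter-driven luciferase in stably transfected Huh7 cells; compounds delivered in DMSO and left 24 h at 37C, 5% CO2, qHTS titration format.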
ELG1 DNA repair: inhibitors of ELG1-dependent DNA repair in HEK293T cells | 2.3% of 330,000 active | HEK293T ELG1-luciferase reporter, luminescence, 16 h; DNA damage induced by 5-fluorouridine | Potency, µM (series often up to 46.1 µM), for the others: at the top dose activity change, negative = inhibition, most hits filed as inhibitors; further: potency means the concentration at half of the fitted maximal effect; on the % scale 0 is the no-effect control and ±100 the full control effect; nearly all actives have a fitted effect of over 55% in size
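In this reporter screen, reduction of luminescence relative to DMSO vehicle indicated activity. Compounds and 5-fluorouridine were added together to 2,000 cells per well, incubated for 16 hr at 37 °C, then developed with ONE-Glo.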
VP16 counter: Gal4-VP16 reporter inhibition counter-screen. Drosophila S2 Gal4-VP16 UAS-luciferase, luminescence, 20 h. Potency, µM (top dose mostly 53.6 µM), without a hit: top-dose activity, negative = inhibition, most hits filed as inhibitors. 3.5% of 310,000 active. AID 2546;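 further: Gal4-VP16 expression switched on by copper sulfate through the metallothionein promoter; potency means the concentration at half of the fitted maximal effect; on the % scale 0 is the no-effect control and ±100 the full control effect; nearly all actives have a fitted effect of over 50% in size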
Starred values were filed as active, the others as inactive; ? = inconclusive; . = no result given; & = joins results of further samples; [ ] = another dose, or the depositor's remark. Unless noted, the call rests on the fitted dose curve; in most records, active means well fitted curve in the direction sought with a large enough effect; inconclusive means small, poorly fitted or top-dose-only effect, or another doubt; inactive means no such curve, though single readings can be large; an effect the other way counts as inactive or inconclusive.

SMILES	Rab9 promoter act	KCNH2 3.1 inh	RORg inh	Mito fusion act	PKM2 activator	Menin-MLL TR inh	FLuc counter	MBNL1 CUG block	NPC1 promoter act	ELG1 DNA repair	VP16 counter
O=C(CCl)NN1C(=O)NC2(CCCCC2)C1=O	8%	18	30%	?	2%	5%	1%	.	-7%	-19%	8%
c1ccc(-n2nnnc2N2CCOCC2)cc1	0%	-6	16%	-1%	1%	16%	-3%	-8%	6%	9%	2%
CC(C)CN(C(=O)c1ccc(=O)n(C)n1)c1c(N)n(Cc2ccccc2)c(=O)[nH]c1=O	1%	2	.	-2%	.	.	-1%	.	2%	4%	.
CC(C)CNC(=O)c1c(N)n(/N=C/c2ccccn2)c2nc3ccccc3nc12	-3%	-2	0%	-4%	10%	2%	6%	-7%	-3%	?	2%
COc1ccccc1CNC(=O)CNC(=O)N1CC(=O)Nc2ccccc21	2%	11	-3%	-1%	.	.	-1%	-5%	1%	-3%	-14%
CC(C)c1nn2c(=O)cc(O)nc2s1	0%	-5	-8%	-1%	6%	0%	-2%	-6%	-2%	5%	4%
CCC(=O)Nc1c(C)cc(C)cc1Cl	9%	15	-3%	0%	-1%	5%	0%	-14%	8%	6%	-25%
COc1cccc(NC(=O)N(Cc2cc3cc(C)cc(C)c3[nH]c2=O)CC2COCCO2)c1 (stereo unspecified)	3%	-13	-4%	0%	4%	-16%	-20%	0%	-2%	7.3µM*	-2%
CC1C(=O)Nc2ccc(S(=O)(=O)N3CCN(c4cccc(Cl)c4)CC3)cc2NC1=O (stereo unspecified)	-9%	-6	33%	-2%	4%	22%	-1%	-2%	0%	-12%	-4%
COCCNC(=O)C(c1ccccc1C)N(C(=O)Cn1nnc2ccccc21)c1cccnc1 (stereo unspecified)	-3%	0	-9%	-2%	-3%	-4%	-1%	-1%	0%	-9%	-3%
COc1cc(CC(=O)OCC(=O)N2CCCCC2)cc(OC)c1OC	-5%[1.84 µM]	-2	11%	1%	.	15%	2%	3%	-4%	13%	3%
COc1ccccc1CCC(=O)Nc1ccc(S(=O)(=O)Nc2cc(C)nc(C)n2)cc1	-1%	12	.	-9%	.	.	2%	.	-2%	2%	.
Cc1cc(C(=O)Nc2nnc(C3CC3)s2)c(C)s1	?	-2	.	8%	.	.	13µM*	.	3.5µM*	?	.
Cc1ccccc1N=C1NC(=O)CS1	3%	-11	19%	6%	15%	-1%	0%	-7%	-3%	2%	1%
Cc1cc(C)c2c(n1)nn1c(N3CCN(Cc4ccccc4)CC3)cc(C)nc21	7%	-29	-33%	-12%	1%	-14%	3%	5%	1%	-6%	4%
COc1ccc(C(c2c(C)n(C)n(-c3ccccc3)c2=O)c2c(C)n(C)n(-c3ccccc3)c2=O)cc1O	8%	.	-6%	13%	-6%	-16%	-2%&2%	-5%	-6%	-30%	-6%
Cc1c(Cl)cnc(NC(=O)CSc2nnc(C)n2Cc2ccccc2)c1Cl	-4%	10	?	-4%	-3%	-4%	-1%	2%	-4%	2%	-21%
Cc1ccccc1C(=O)c1cccn1CC(=O)NCC(C)c1ccccc1 (stereo unspecified)	-5%	-2	-17%	25%	.	?	1%	?	-3%	-2%	-12%
CS(=O)(=O)Nc1ccccc1C(=O)Nc1cccc(Cl)c1	0%	-48	?	9%	-17%	14%	?	-11%	3%	?	?
NC(=O)c1ccccc1NC(=O)CC12CC3CC(CC(C3)C1)C2	-11%	4	19%[1.91 µM]	15%	-5%	6%	1%	2%	-1%	-1%	-1%
COc1ccc(C2C(C)C3(O)CC(C#N)(C(=O)N3)C2(C#N)C#N)cc1 (stereo unspecified)	0%	7	16%	-3%	-1%	.	0%	0%	0%	9%	-9%
CN(C)CCCN(C(=O)c1ccc(Cl)s1)c1nc2cc3c(cc2s1)OCO3	-1%	23	0%	-28%	0%	-16%	-7%	-5%	1%	?	?
CC(=O)N(c1ccc(Cl)cc1)c1c[nH]c2ccccc12	0%	-4	-10%	2%	-2%	5%	2%	3%	2%	-14%	-14%
O=C1c2cnc3nc(SCc4ccc(Cl)cc4)nn3c2CC2c3ccccc3CCN12 (stereo unspecified)	-2%	-12	-13%	?	2%	-16%	4%	-6%	-3%	-22%	-7%
CCOc1cc(/C=N\Nc2ncc(F)c(N3CCOCC3)n2)ccc1Oc1nc(Cl)ncc1F	-15%	-20	?	1%	-1%	.	21µM*	-1%	-6%	23µM*	?
COc1ccccc1CNC(=O)CCNC(=O)Cn1cnc2ccccc2c1=O	5%	12	7%	-3%	-1%	-1%	2%	1%	-4%	-1%	-8%
O=C(NC(=S)NCc1ccccc1)c1cccc([N+](=O)[O-])c1	2%	1	6.3µM*	3%	4%	?	6%	?	-6%	-4%	5.6µM*
COc1ccccc1CCNC(=O)CCn1nc(C)c2c(C)n(-c3ccccc3)nc2c1=O	-3%	-13	5%	0%	.	.	-2%	-5%	-5%	-10%	2%
COc1cccc(OC)c1C(=O)Nc1cccc(NC(=O)c2cccs2)c1	9%	-6	11%	2%	3%	17%	?	-1%	13%	-26%	3%
Cc1ccc(NC(=O)c2ccccc2OCc2c(C)noc2C)cc1S(=O)(=O)N(C)C	-3%	-6	.	8%	.	.	?	.	-1%	?	.
COc1cc(/C=N/n2c(C)nnc2C)cc(OC)c1OC	-5%	4	-11%	0%	1%	-1%	0%	-16%	-4%	-5%	-7%
C=CCn1c(SCC(=O)NC2CCS(=O)(=O)C2)nc2sc(CC)cc2c1=O (stereo unspecified)	-1%	3	31%	0%	0%	-3%	0%	-2%	-2%	-11%	-1%
CC(=O)Nc1ccc(S(=O)(=O)N2CCNC(=O)CC2)cc1	-1%	4	16%	-1%	0%	-7%	0%	0%	0%	1%	-3%
Cc1ccccc1C(=O)Nc1ccc(S(=O)(=O)N2CC(C)OC(C)C2)cc1 (stereo unspecified)	2%	-8	53%	2%	-5%	0%	1%	2%	-7%	?	-6%
CN(C)C(=O)c1cc(C(=O)c2c(F)cccc2F)c[nH]1	0%	12	-3%	-1%	.	1%	-8%	13%	3%	?	-8%
CN(CC(=O)NC1CC1)S(=O)(=O)c1ccc(F)cc1	-1%	-2	-11%	1%	-2%	-2%	-1%	0%	-1%	-14%	-8%
CCOc1ccccc1N1CCN(C(=O)CCCc2nc3ccccc3s2)CC1	0%	-4	?	0%	1%	-16%	-1%	-7%	-3%	?	20%
CN(Cc1ccccc1)C(=O)c1ccc([N+](=O)[O-])o1	1%	4	-45%	0%	-1%	-10%	6%	?	1%	-11%	?
CCCc1cc(=O)[nH]c(SCC(=O)c2cc(C)n(C)c2C)n1	0%	-6	5%	1%	1%	3%	2%	-3%	0%	2%	8%
CCCCCCn1c(CN2CCCC(C)C2)nc2c1c(=O)n(C)c(=O)n2C (stereo unspecified)	-1%	8	-5%	0%	1%	-12%	3%	-12%	0%	6%	-2%[0.365 µM]
Cc1cc(Cl)c(OCCCn2ccnc2)c(Br)c1	-4%	1	18µM*	0%	13%	-10%	4%	-22%	-2%	-17%	?
CCCNC1=CC(=O)CC(C)(C)C1	-6%	-1	-33%	-5%	1%	4%	1%	-2%[11.5 µM]	-8%	-10%	3%
CC1CN(CCS(=O)(=O)c2cc(Cl)ccc2Cl)CC(C)O1 (stereo unspecified)	11%	-24	-38%	-14%	-1%	-14%	0%	1%	0%	-11%	8%
NC(=O)Oc1cccc(OC(N)=O)c1	-9%	0	0%	7%	-7%	?	-1%	13%	-7%	1%	-5%
COc1ccc(Nc2nc3ccccc3nc2C)cc1	6%	6	6%	2%	10%	7%	-18%	14%	1%	?	-1%
COc1ccc(N2CCN(S(=O)(=O)c3cc4c(cc3C)N(C(C)=O)CCO4)CC2)cc1	3%	-18	20%	-1%	-2%	-2%	0%	-6%	-3%	?	2%
CCNC(=S)N/N=C/c1c(C)nn(-c2cccc(Cl)c2)c1Cl	-5%	0	1.4µM*	-3%	2%	-5%	7%	-6%	-5%	-2%	3.5µM*

Bioassay records: PubChem BioAssay, National Center for Advancing Translational Sciences (NCATS)

The list is partial. The share of hits here may be higher or lower than overall.
